From PubChem BioAssay
D1 agonist = activates the human D1 dopamine receptor; AID 504660; P21728; actives 1% (n = 360,000); HEK293 T-REx D1 cells, calcium flux, agonist mode; activation, % at 2 µM; in the data active = activation above about 30%; also: 0% is about no effect
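Inducible HEK293 T-REx D1 cells, force-coupled to calcium signalling, were plated at 4000 cells/well with tetracycline and held overnight at 30 C. After no-wash calcium dye loading, compound-evoked calcium rise over 180 s flagged agonists.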
Vif-A3G inh = blocks the Vif interaction with human APOBEC3G; Q9HC16; HeLa A3G-eYFP + Vif (tagged APOBEC3G with the HIV-1 protein that degrades it), YFP fluorescence, overnight; Potency, µM (series often up to 46.1 µM), inactives show at the top dose activity, negative = active, hits mostly inhibitors; actives 0.076% (n = 410,000); AID 602310;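 also: potency is read from the fitted curve at half-maximal effect; % is scaled to controls: 0 for no effect and ±100 for the full control effect; nearly all actives have a fitted effect of over 60% in size; hits raise eYFP signal because A3G escapes Vif-driven loss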
Target sequence (Q9HC16 whole entry, looked up): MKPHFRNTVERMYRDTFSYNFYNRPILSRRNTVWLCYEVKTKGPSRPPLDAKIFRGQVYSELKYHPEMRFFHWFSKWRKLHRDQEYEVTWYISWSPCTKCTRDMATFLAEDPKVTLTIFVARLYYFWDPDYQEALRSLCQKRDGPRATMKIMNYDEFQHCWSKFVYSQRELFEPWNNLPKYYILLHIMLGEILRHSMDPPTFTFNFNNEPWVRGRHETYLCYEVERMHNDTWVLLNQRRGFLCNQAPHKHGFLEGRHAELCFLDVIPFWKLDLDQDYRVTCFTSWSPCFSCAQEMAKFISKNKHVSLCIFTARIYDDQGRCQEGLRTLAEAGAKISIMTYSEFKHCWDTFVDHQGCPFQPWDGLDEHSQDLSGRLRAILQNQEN
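HeLa cells stably expressing Vif and C-terminally eYFP-tagged A3G, seeded overnight at 37 deg C, then exposed to compound by pintool overnight at 37 deg C. Rise in yellow fluorescence (Ex 488/Em 500-530, Acumen) marks blocked Vif-driven A3G degradation.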
D1 antag = human D1 dopamine receptor antagonism. HEK293 TREx D1 cells, calcium flux, dopamine EC80; active compounds read low. actives 3.2% (n = 360,000). activity change, negative = inhibition, % at 10 µM. P21728; in the data active = activity change below about -30%; also: % is scaled to controls: 0 for no effect and ±100 for the full control effect
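Cells carrying a force-coupled, tetracycline-inducible human D1 receptor report calcium flux. Each well gets a 10 s baseline, compound with 180 s monitoring, then an EC80 dopamine stimulus with a second 180 s kinetic read.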
Vif-APOBEC3F blk = inhibitors of Vif-A3F interaction. HeLa A3F-eYFP + Vif (tagged APOBEC3F with the HIV-1 protein that degrades it), YFP fluorescence increase. Potency, µM (titrated, usually from 46.1 µM), for the others: at the top dose activity, negative = active. actives 0.2% (n = 390,000). AID 602313; also: potency is read from the fitted curve at half-maximal effect; % of control where 0% means no effect; nearly all actives have a fitted effect of over 65% in size
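HeLa cells stably expressing A3F-eYFP plus Vif, plated and incubated overnight at 37 deg C, then exposed to compounds overnight at 37 deg C. Blocked degradation read as raised yellow fluorescence (Ex 488/Em 500-530).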
GRP78 ERSR act = ER stress response induction in glioma | U87-MG GRP78 promoter luciferase reporter, 16 h | Potency, µM, for inactives: at the top dose activation, usual class: activators | actives 0.02% (n = 420,000) | AID 602332; also: potency is read from the fitted curve at half-maximal effect; series mostly up to about 76 µM; % of control where 0% means no effect; nearly all actives have a fitted effect of over 35% in size
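ERSR induction read as luciferase luminescence (Bright-Glo, 10 min at room temperature) in stably transfected human U87-MG glioma cells exposed to compounds for 16 h, using GRP78 as sensor.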
RXFP1 ag = RXFP1 (human) receptor agonism; Q9HBX9; HEK293T-RXFP1 cAMP TR-FRET, 30 min; response scale: percent of porcine relaxin response, buffer zero; Potency, µM (series often up to 57.5 µM), without a hit: at the top dose activation, usual class: activators; actives 0.3% (n = 370,000); AID 2676; also: potency is read from the fitted curve at half-maximal effect; % is scaled to controls: 0 for no effect and ±100 for the full control effect; nearly all actives have a fitted effect of over 60% in size; many of its hits are not listed in these tables
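cAMP rise read by TR-FRET after 30 min, 37C compound exposure (up to 58 uM) in RXFP1-transfected HEK293 cells with Ro 20174 present. EC50 from Hill-equation fits, with 29 nM porcine relaxin as 100% and buffer as basal.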
D2 potentiator = positively modulates the human D2 dopamine receptor allosterically. P14416. HEK293 T-REx D2, calcium flux, EC20 dopamine potentiation. potentiation, % at 10 µM. actives 0.34% (n = 340,000). AID 485347;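 active = potentiation over 3 SD above the plate norm, cut at about 30% in these data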; also: 0% is about no effect
Target sequence (P14416 whole entry, looked up): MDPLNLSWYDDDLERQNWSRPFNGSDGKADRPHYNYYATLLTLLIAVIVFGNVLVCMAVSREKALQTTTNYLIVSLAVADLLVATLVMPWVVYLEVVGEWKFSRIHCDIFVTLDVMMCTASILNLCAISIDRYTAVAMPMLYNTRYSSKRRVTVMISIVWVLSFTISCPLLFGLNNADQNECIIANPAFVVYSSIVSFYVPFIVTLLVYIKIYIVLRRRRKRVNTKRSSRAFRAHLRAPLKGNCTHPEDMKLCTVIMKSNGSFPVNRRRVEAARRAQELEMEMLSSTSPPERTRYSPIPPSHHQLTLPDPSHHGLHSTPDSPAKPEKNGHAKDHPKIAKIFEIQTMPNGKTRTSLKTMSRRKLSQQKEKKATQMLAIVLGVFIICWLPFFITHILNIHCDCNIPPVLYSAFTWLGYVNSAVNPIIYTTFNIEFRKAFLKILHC
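Potentiation of an EC20 dopamine calcium response is measured in a force-coupled, tetracycline-inducible Hek293 Trex D2 line. Compound-only kinetic reads over 180 s flag agonists before dopamine addition.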
D1 potentiator = human D1 dopamine receptor positive modulation. HEK293 TREx D1 cells, calcium flux, dopamine EC20 potentiation. P21728. AID 504651. potentiation, % at 10 µM. actives 0.036% (n = 360,000); in the data active = potentiation above about 30%; also: 0% is about no effect
RXFP1 antag = RXFP1 (human) relaxin receptor antagonism; HEK293-RXFP1, relaxin-stimulated cAMP HTRF, 30 min; active compounds read low; activity change, negative = inhibition, % at 57.5 µM; actives 0.59% (n = 350,000); AID 1259400;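 active = activity change of -60% or lower, but not beyond a set lower limit; inconclusive = change between -60% and -40%, or beyond the set limit; inactive = change above -40%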; also: % is scaled to controls: 0 for no effect and ±100 for the full control effect
Numbers without * were called inactive; ? = inconclusive; / = no result given; & = joins results of further samples. Unless noted, calls follow the shape of the dose curve; as a rule, active = well fitted curve in the direction sought with a large enough effect; inconclusive = small, poorly fitted or top-dose-only effect, or another doubt; inactive = no such curve, though single readings can be large; an effect the other way counts as inactive or inconclusive. This is a subset. The share of hits here may be higher or lower than overall.

SMILES	D1 agonist	Vif-A3G inh	D1 antag	Vif-APOBEC3F blk	GRP78 ERSR act	RXFP1 ag	D2 potentiator	D1 potentiator	RXFP1 antag
Cc1cccc(CS(=O)(=O)c2ncc(Cl)c(C(=O)Nc3c(C)cccc3C)n2)c1	2	?	-32*	-4%	-17%	1.1%	11	-5	-96*
CCN(CC)CCCNC(=O)Cc1csc2nc(-c3ccc(Cl)cc3)cn12	0	1%	2	-1%	-3%	-2.0%	-7	-2	0
Cc1cccc(-c2cc(C(=O)Nc3c(C)n(C)n(-c4ccccc4)c3=O)c3ccccc3n2)c1	7	-5%	-3	-3%	-2%	-0.8%	11	-3	1
COc1ccc(C(=O)NCC(=O)OCc2ccc(F)cc2)cc1	0	-5%	0	11%	1%	0.2%	-9	-6	6
Cn1nc(C(=O)NCc2ccc(F)cc2)c2c1-c1ccccc1S(=O)(=O)C2	-1	0%	-18	4%	-1%	0.4%	7	-9	5
Cc1cc(NC(=O)Nc2nnc(N(C)C3CCCCC3)s2)ccc1Br	10	0%	-7	14%	-1%	-0.8%	-3	-2	-9
CCOc1ccc(N(CC(=O)NCC2CCCO2)C(=O)CCC(=O)Nc2nccs2)cc1 (centres undefined)	1	0%	-29	6%	-2%	1.6%	-15	-1	-7
CCOC(=O)c1c(CC(C)C)csc1NC(=O)COC(=O)C1=NNC(=O)CC1	4	-4%	-8	-15%	-2%	2.0%	-3	-1	-7
CN(C)C(CNC(=O)c1cc2ccccc2o1)c1ccccc1 (centres undefined)	/	-1%	/	3%	-4%	/	/	/	-8
COc1cccc(N2CCN(C(=O)CN3C(=O)NC(C)(c4ccc5ccccc5c4)C3=O)CC2)c1 (centres undefined)	12	1%	-14	4%	-4%	0.9%	-1	-4	-9
COc1cccc(NC(=O)C2Cc3ccccc3CN2C(=O)c2ccco2)c1 (centres undefined)	0	3%	10	6%	0%	-0.1%	2	6	-26
CCCCCC(=O)Nc1cc(S(=O)(=O)N2CCOCC2)ccc1N1CCCCC1	2	1%	25	11%	-2%	-1.9%	5	-6	-8
CSc1cccc(NC(=O)CNC(=O)c2ccc3c(c2)OCO3)c1	0	0%	-23	-5%	-2%	1.0%	-4	-1	-2
C=CCNCc1ccc(C(=O)NCCCCCCC)cc1[N+](=O)[O-]	12	2%	-7	4%	1%	0.1%	7	-8	/
CC1CCCCC12NC(=O)N(CC(=O)NCCc1ccc(S(N)(=O)=O)cc1)C2=O (centres undefined)	1	0%	1	-6%	1%	-1.9%	2	8	10
COc1ccc(CCSc2nnc(C3CCCCC3)n2N)cc1	-3	1%	/	-10%	6%	3.7%	15	-2	5
O=C(CCN=C1NS(=O)(=O)c2ccccc21)NCc1ccccc1F	/	-3%	/	11%	1%	/	/	/	-2
Cc1ccc(S(=O)(=O)NCC(c2ccco2)N2CCN(c3ccccc3F)CC2)cc1 (centres undefined)	2	0%	/	-3%	-4%	1.1%	5	-5	?
Cc1ccc(S(=O)(=O)c2nc(-c3ccccc3)oc2SCC(=O)NCC2CCCO2)cc1 (centres undefined)	0	-7%	15	-10%	-5%	-0.1%	18	-1	8
Clc1ccc2c(c1)NC(c1ccncc1)=NC(c1cccs1)=N2	0	-11%	-1	-9%	3%	-2.2%	14	4	4
CCOC(=O)c1cc2c(=O)n3ccccc3nc2n(CC(C)C)c1=NC(=O)C(C)(C)Oc1ccc(Cl)cc1	-1	-5%	6	-4%	-1%	-1.1%	-9	0	/
O=C(CNC(=O)c1cccc(OC(F)F)c1)OCC(=O)c1ccccc1	2	-1%	2	12%	-4%	-1.6%	3	-3	11
Cc1cc(C(=O)Nc2c(F)cc(F)cc2Br)cs1	1	0%	0	1%	-3%	-0.6%	12	-8	-5
COc1ccc2c(CC(=O)OCC(=O)Nc3cccc(S(N)(=O)=O)c3)coc2c1	6	4%	9	0%	-1%	2.6%	12	-2	-4
COc1ccccc1NC(=O)c1ccccc1SC	1	-5%	13	8%	-3%	1.5%	12	10	5
O=C(Cn1nc(-c2ccccc2)c2cnc3ccccc3c21)Nc1ccccc1	-2	-5%	4	1%	3%	-0.1%	-6	0	/
CC(C)C[C@H](NC(=O)N1CCn2c1nc1ccccc12)C(=O)N[C@@H](Cc1ccccc1)C(=O)O	0	-5%	9	2%	-3%	-0.3%	12	2	/
CC1CCCN(CCCNS(=O)(=O)c2ccc3c(c2)CCN3C(=O)C2CC2)C1 (centres undefined)	1	1%	-3	-4%	-5%	0.0%	-7	1	14
COc1ccc(C(=O)Nc2cc3c(cc2Cl)OCCCO3)cc1	0	1%	1	7%	-2%	0.2%	2	3	-18
Cc1cc2nc(-c3ccc(SCC(=O)N4CCOCC4)nc3)[nH]c2cc1C	2	1%	7	-10%	1%	1.4%	-6	-4	-6
COc1ccc(-c2cc(C)no2)cc1S(=O)(=O)N1CCCN(Cc2ccc(F)cc2)C1	1	2%	27	6%	-4%	3.3%	-8	-2	-16
Cn1c(=O)n(-c2ccc(F)c(Cl)c2)c(=O)c2sc3ccccc3c21	8	4%	3	0%	-2%	19%	-1	-2	/
CCCn1cc(S(=O)(=O)c2ccc(C)cc2)c(=O)c2cc(OC)c(OC)cc21	0&-1	-2%&-2%	-4&3	0%&-1%	-3%&-4%	-0.2%&-2.0%	-1&3	-3&-1	-3&-8
COc1ccc(COc2cc(-c3cccc(OC)c3)nc3ccc(NC(=O)c4ccc(Cl)cc4)cc23)cc1	4	?	-17	0%	-3%&0%	4.7%	6	-5	/
O=C(N/N=C/C=C/c1ccccc1)c1cc(C2CC2)[nH]n1	2	1%	1	-15%	-3%	2.8%	9	5	-11
COc1cc(/C=C/C(=O)Nc2ccc(N3CCCCC3)c(S(=O)(=O)Nc3ccccc3Cl)c2)cc(OC)c1OC	1	0%	1	8%	1%	0.3%	2	4	3
O=C(O)c1cc([N+](=O)[O-])ccc1NCc1cccnc1	-2	1%	0	-10%	-7%	-1.5%	1	-7	14
COc1ccc(OC)c2sc(NC(=O)c3ccc(S(=O)(=O)N(C)C)cc3)nc12	2	0%	2	-13%	-2%	1.9%	-3	-3	-7
CCOc1ccccc1N1CCN(Cc2cc3c(cc2[N+](=O)[O-])OCO3)CC1	4	-6%	-16	-12%	-2%	-0.4%	-15	-2	-4
CN(c1cccc(Cl)c1)S(=O)(=O)c1cccc(C(=O)Nc2ccc3c(c2)CCC3)c1	5	2%	-8	-3%	2%	-0.1%	-10	1	-8
CCCCN1C(=O)C(CC(=O)NCCN2CCOCC2)CC(C(=O)N2CCOCC2)=C1C (centres undefined)	/	0%	/	-3%	-3%	/	/	/	-5
Cc1cccc(OCC(O)CN2C(C)(C)CC(O)CC2(C)C)c1 (centres undefined)	4	3%	3	2%	-7%	0.7%	-5	-3	-2
Cc1noc(C)c1S(=O)(=O)N1CCC(C(=O)NC2CCCc3ccccc32)CC1 (centres undefined)	-2	0%	1	-7%	-6%	-2.8%	3	1	-4
Cc1ccc(C(c2nnnn2CS(=O)(=O)c2ccc(C)cc2)N2CCCC2)cc1 (centres undefined)	5	0%	-12	0%	-4%	-1.1%	-7	0	-5
CCc1ccc(NC(=O)Cn2c(=O)n(Cc3nc(-c4ccccc4)no3)c(=O)c3cc4c(cc32)OCO4)cc1	2	0%	-26	2%	-4%	2.7%	4	-3	-10

As a working copy, part of the list above:
SMILES	D1 agonist	Vif-A3G inh	D1 antag	Vif-APOBEC3F blk	GRP78 ERSR act	RXFP1 ag	D2 potentiator	D1 potentiator	RXFP1 antag
CN(c1cccc(Cl)c1)S(=O)(=O)c1cccc(C(=O)Nc2ccc3c(c2)CCC3)c1	5	2%	-8	-3%	2%	-0.1%	-10	1	-8
CCCCN1C(=O)C(CC(=O)NCCN2CCOCC2)CC(C(=O)N2CCOCC2)=C1C (centres undefined)	/	0%	/	-3%	-3%	/	/	/	-5

Further entries.
SMILES	D1 agonist	Vif-A3G inh	D1 antag	Vif-APOBEC3F blk	GRP78 ERSR act	RXFP1 ag	D2 potentiator	D1 potentiator	RXFP1 antag
Cc1cccc(NC(=O)Cn2c(=O)n(-c3ccccc3Cl)c(=O)c3c(C)c(C(=O)N(C)C)sc32)c1	0	8%	6	3%	-1%	-0.2%	-2	1	-2
COc1ccc(S(=O)(=O)NCC(c2ccco2)N2CCN(c3ccccc3F)CC2)cc1C (centres undefined)	2	4%	/	-3%	-3%	0.4%	9	-5	-37
O=C(CSc1nc2ccccc2n1Cc1ccccc1)N/N=C/c1ccccc1C(=O)O	3	-1%	-2	3%	-2%	3.8%	-1	1	-4
CCN(CC)c1ccc(NC(=O)COC(=O)C2CCN(c3ccc(C(F)(F)F)cn3)CC2)cc1	2	0%	9	-25%	-4%	-0.2%	13	-10	-22
COc1ccc(C)c2sc(N(CCN(C)C)C(=O)c3ccc(S(=O)(=O)N(C)c4ccccc4)cc3)nc12	/	-2%	/	-9%	-3%	/	/	/	-3
O=C1N=C(N2CCc3ccccc3C2)S/C1=C\c1cccc(O)c1	3	-16%	-4	8%	1%	1.1%	3	-5	/
CC1C(=O)C(C)C(c2ccco2)NC1c1ccco1 (centres undefined)	2	0%	-5	-2%	-1%	-0.5%	2	3	-5
CC(C)Cn1cnc2c(=O)oc3ccccc3c21	4	-2%	3	-27%	-1%	5.3%	-8	-2	-15
CCCS(=O)(=O)N1CC(=O)N(c2ccc(Cl)cc2C)C(C)(C(=O)NC2CCCC2)C1 (centres undefined)	-1	2%	-2	5%	-3%	-0.2%	1	1	13
CCOC(=O)N(O)c1ccc(C=Cc2ccccc2)cc1	/	-8%	/	9%	-2%	/	/	/	-17
CN(Cc1ccccc1)C(=O)c1cn(C)c2ccc(S(=O)(=O)N3CCCC3)cc2c1=O	2	-5%	-17	-8%	-4%	3.5%	-15	-2	-7
O=C(O)C1(C(=O)O)CCC2(CCCCC2)CC1	/	-5%	/	-1%	-5%	/	/	/	-3
CC(Oc1ccc(Cl)cc1Cl)C(=O)OCC(=O)c1c(N)n(C)c(=O)n(C)c1=O (centres undefined)	5	0%	3	-17%	-2%	-2.1%	8	7	-13

Look-ups from the list.
D1 potentiator with COc1ccc(OC)c2sc(NC(=O)c3ccc(S(=O)(=O)N(C)C)cc3)nc12 reads -3
Vif-A3G inh with O=C(O)C1(C(=O)O)CCC2(CCCCC2)CC1 reads -5%
Vif-APOBEC3F blk with COc1ccc(S(=O)(=O)NCC(c2ccco2)N2CCN(c3ccccc3F)CC2)cc1C (centres undefined) reads -3%
